# Bioassay records as filed in PubChem BioAssay.
# RMI-FANCM inh: blocks RMI1/RMI2 complex binding to FANCM MM2 peptide | Fluorescence polarization, RMI core complex with F-MM2 peptide; hits give low values | AID 1159607 | FP signal (polarization) at 33 µM | 70,000 tested, 0.58% active; in the data active means FP signal below about 40; further: inactives centre near 61; strong numbers were not always called active; unit not given here
# Active calls of the source: *; & = joins results of further samples; ! = repeats disagree. An excerpt (hit frequency here may not be typical).
RMI-FANCM inh	SMILES
62	CN(NC(=O)CSCC(=O)O)c1cc(C(F)(F)F)ccn1
55	Cc1ccc2oc(=O)n(CCC(=O)NNC(=O)c3nc(-c4cccs4)no3)c2c1
68	Cn1c(=O)c2cc(C(=O)N3CCc4ccccc43)sc2n(C)c1=O
74	Cc1cc(C)c(C)c(S(=O)(=O)NCC(=O)NCC2CCCO2)c1C (configuration not stated)
91	C=CCn1c(SCCC(=O)Nc2ccc(F)cc2)nc2scc(-c3ccco3)c2c1=O
64	COc1ccccc1N1CCN(S(=O)(=O)c2ccc(C(F)(F)F)cc2)CC1
66	O=C(O)CN1C(=O)CC2(CSc3[nH]c(=O)sc3C2c2ccccc2O)C1=O (configuration not stated)
69	COc1ccc(S(=O)(=O)N2CCN(c3ccc4nncn4n3)CC2)cc1F
80	CSc1ccc(-c2noc(CN3C(=O)COc4cc(Cl)ccc43)n2)cc1
74	Cc1nnc(-c2ccc(OCC(=O)NC(C)(C)C)cc2)o1

# Next section.
RMI-FANCM inh	SMILES
51	O=C(Nc1nnc(-c2cccs2)o1)C1CCN(S(=O)(=O)c2ccc(F)cc2)CC1
65	Cc1ccc(C)c(N2CCN(C(=O)c3ccc4c(=O)nc5c(-c6ccccc6)n[nH]n5c4c3)CC2)c1
68	O=C(NCCOc1ccc2nnc(-c3ccccc3Cl)n2n1)c1c(F)cccc1F
74	COc1cccc(S(=O)(=O)Nc2ccc3sc(C)nc3c2)c1
63	CS(=O)(=O)N1CCC(C(=O)Nc2ccc3c(c2)N(C(=O)C2CCCO2)CC3)CC1 (configuration not stated)
82	CC(=O)Nc1ccc(-n2cc(-c3ccccc3)nc2SCSc2nc(-c3ccccc3)cn2-c2ccc(NC(C)=O)cc2)cc1
99	CC1(C)CC(=O)c2c(nc(SCCC(=O)Nc3ccc(F)cc3)c(C#N)c2-c2ccccc2)C1
61	CCOC(=O)N1CCC(NS(=O)(=O)CCCOc2cccc3c2OC(C)(C)C3)CC1
63	CCCS(=O)(=O)N1CCC(c2nnc(Cc3ccc(OC)cc3)s2)CC1
55	Cn1c(=O)[nH]c(=S)c2nc(-c3ccc(F)cc3)cnc21

# Further results follow.
RMI-FANCM inh	SMILES
56	O=C(NCc1cccs1)c1cn(Cc2ccccc2)nc1OCc1ccccc1
68	CC(C)CC(=O)NCCOc1ccc2nnc(-c3ccccc3)n2n1
63	Cn1nccc1C(=O)Nc1nc(-c2ccc(Cl)cc2)cs1
59	COC(=O)c1ccc2c(=O)n(CC(=O)N3CCN(c4ccccc4OC)CC3)c(=S)[nH]c2c1
65	CCN1C(=O)C(C)(C)COc2ccc(NS(=O)(=O)CC(C)C)cc21
57	O=C(O)CCn1cc(/C=C\C(=O)c2ccc(Cl)cc2)c(-c2cccc(Br)c2)n1
62&54	O=C(Nc1ccc(OCc2ccccc2)cc1)Nc1ccccc1C(=O)NCCCN1CCOCC1
63	Cc1nc(C)c(C(=O)NCCn2ncc3c(N4CCN(Cc5ccccc5)CC4)ncnc32)s1
59	CS(=O)(=O)c1ccc(NC(=S)N2CCc3ccccc32)cc1
61	O=S(=O)(c1cccnc1)N1CCC(c2nnc(-c3ccco3)o2)CC1

# Further structures follow:
RMI-FANCM inh	SMILES
73	O=C1NC(=O)C(=Cc2cc3c(cc2Br)OCCO3)C(=O)N1
68	COc1c(C)cc(S(=O)(=O)Nc2ccc3c(c2)CC(=O)N3)cc1C
57	CCCCc1ccc(NC(=O)c2ccc3nccnc3c2)cc1
55	CCCS(=O)(=O)c1cscc1NC(=O)CSCCS(=O)(=O)c1ccc(Cl)cc1
37	O=C(CSc1nccc(-c2csc(-c3ccccc3)n2)n1)Nc1cc(Cl)cc(Cl)c1
56	O=C(Cc1csc(NS(=O)(=O)c2ccc(Cl)cc2)n1)NCc1ccco1
73	Cn1c(=O)n(Cc2cccc(F)c2)c(=O)c2c(N3CCN(C(=O)c4ccco4)CC3)ccnc21
59	CCc1nnc(NC(=O)CSc2ccc3nnc(CCNC(=O)c4ccc(OC)cc4)n3n2)s1
53	CC(C)(C)C(=O)Oc1ccc(-c2csnn2)cc1
64	NC(=O)c1ccccc1NC(=O)CS(=O)(=O)c1ccc2c(c1)S(=O)(=O)N=CN2

# Next part.
RMI-FANCM inh	SMILES
49	COc1ccc(CC(=O)Nn2cnc3c(cnn3-c3ccc(F)cc3)c2=O)cc1OC
65	CCCCOC(=O)c1ccc(NC(=S)c2ccc3ccccc3n2)cc1
63	CC(NC(=O)c1ccc(=O)n(Cc2ccc(F)cc2)n1)c1ccccc1 (configuration not stated)
81	Cc1cc(C(=O)CN2CCCCC2)c(C)n1-c1ccc(F)c(Cl)c1
58	c1cnc(N2CC[N+]3(CCCC3)CC2)nc1
54	CCNC(=S)Nc1ccc(NC(=O)c2ccccc2O)cc1
62	Cc1ccc(Sc2cc(C)c(C)cc2N)c(C)c1
60	CCOC(=O)N1CCN(CC(=O)Nc2cc(C)c3c(=O)oc4ccccc4c3n2)CC1
61	O=S(=O)(Nc1nc(-c2ccc(F)c(F)c2)cs1)c1cccs1
57	COc1ccc2c(c1OC)OC[C@@H](c1ccc(OC)c(OC)c1OC)C2

# (continued)
RMI-FANCM inh	SMILES
66	COc1ccc(C)c2sc(N(CCN3CCOCC3)C(=O)c3ccn(C)n3)nc12
62	O=C(c1ccco1)N1CCN(S(=O)(=O)c2ccc(Cl)c(C(F)(F)F)c2)CC1
54	O=C(Nc1ccc2c(c1)N(C(=O)C1CC1)CCC2)C(=O)Nc1ccccc1Cl
64	COc1cccc2cc(S(=O)(=O)c3cccc(C#N)c3)c(=O)oc12
48	NNC(=O)c1cc(=S)nc[nH]1
69	Cc1ccccc1C(=O)NCCOc1ccc2nnc(-c3ccccc3Cl)n2n1
66	CCOC(=O)C1CCN(C(=O)CC2CSc3nc4c(c(=O)n32)CCCC4)CC1 (configuration not stated)
61	Cc1ccc(S(=O)(=O)NCCc2sc(-c3cccc(C)c3)nc2C)cc1
58	Cc1nc(CCNS(=O)(=O)c2cccs2)cs1
61	Cc1ccc(C(O)CSc2nnc(-c3ccc4ccccc4c3)n2C)cc1 (configuration not stated)

# New compounds follow.
RMI-FANCM inh	SMILES
60	COc1ccc(COCC(O)CS(=O)(=O)Cc2ccccc2)cc1 (configuration not stated)
55	COc1ccc(NC(=O)Nc2cccc(C(F)(F)F)c2)c(OC)n1
55	O=c1c(=O)n2c(nn1Cc1ccccc1Cl)sc1ccccc12
59	COc1ccnc(CS(=O)c2nc3ccc(OC(F)F)cc3[nH]2)c1OC (configuration not stated)
65	Cc1cc(=O)n2c(-c3cccc(NC(=O)CC4CCCC4)c3)csc2n1
63	Brc1ccc(-n2nnnc2Cc2nnnn2-c2ccc(Br)cc2)cc1
72	Cc1ccc(N2CC(c3nc(-c4cccc(C(F)(F)F)c4)no3)CC2=O)cc1 (configuration not stated)
61	COc1cc([N+](=O)[O-])c(OC)cc1SCc1n[nH]c(=S)n1-c1ccc(C)cc1
55	COC(=O)c1cc(=O)nc2n1C1O[C@H](CO)C(O)[C@H]1O2 (some centres not stated)
59	O=C(c1ccccc1)N1CCC(c2nnc(C3CC3)o2)CC1

# An excerpt from above in order of their number in RMI-FANCM inh, ascending:
structure,RMI-FANCM inh
COC(=O)c1cc(=O)nc2n1C1O[C@H](CO)C(O)[C@H]1O2 (some centres not stated),55
O=C(c1ccccc1)N1CCC(c2nnc(C3CC3)o2)CC1,59
COc1ccc(COCC(O)CS(=O)(=O)Cc2ccccc2)cc1 (configuration not stated),60
COc1cc([N+](=O)[O-])c(OC)cc1SCc1n[nH]c(=S)n1-c1ccc(C)cc1,61
Brc1ccc(-n2nnnc2Cc2nnnn2-c2ccc(Br)cc2)cc1,63
Cc1ccc(N2CC(c3nc(-c4cccc(C(F)(F)F)c4)no3)CC2=O)cc1 (configuration not stated),72

# New compounds follow
RMI-FANCM inh	SMILES
64	O=C(NNC(=O)c1cccc2ccccc12)c1ccc(=O)n(Cc2ccccc2)c1
48	CC(C)(C)c1cc(-c2nnc(C3CC3)o2)n(Cc2ccc(F)cc2)n1
62	O=C(Cn1c(-c2ccncc2)nc2ccccc21)NCCc1ccccc1
63	CSc1nnc(C(C)C)c2cnn(-c3ccc(C)c(C)c3)c12
50	CCOC(=O)c1c(-c2ccccc2)oc2ccc(OCC(=O)OC)cc12
56	Cc1cc(NC(=O)/C(C#N)=C/c2ccc(C#N)cc2)no1
55	CC1(C)CC[C@]2(C(=O)O)CC[C@]3(C)C(=CCC4[C@@]5(C)CC[C@@H](O)C(C)(C)C5CC[C@]43C)C2C1 (some centres not stated)
67	COc1ccc(-c2cc3c(=O)[nH]nc(SCc4ccc(C)cc4)n3n2)cc1
24*	O=C(Cc1nc2ccccc2s1)c1ccc(O)cc1O
63	Cc1coc(C)c1C(=O)/C=C/c1cccc([N+](=O)[O-])c1

# Other structures.
RMI-FANCM inh	SMILES
101	c1ccc(-c2nn(-c3ccccc3)c3c2cnc2cc4c(cc23)OCO4)cc1
39	Cc1cc2cc(CNC(=O)c3cccs3)ccc2n1C
61	CC(C)c1nnc(NC(=O)c2cncc(Br)c2)s1
59	Cc1ccccc1C1CC(c2cccc(NS(C)(=O)=O)c2)=NN1S(=O)(=O)c1ccc(Cl)cc1 (configuration not stated)
71	C=CCn1c(SCC(N)=O)nc2scc(-c3ccc(F)cc3)c2c1=O
52	CC1(C)COc2ccc(NC(=O)CCc3ccccc3)cc2NC1=O
48	COc1ccc(/C(=C\c2ccc(Cl)cc2)C(=O)O)cc1OC
58	Cc1cc(NS(=O)(=O)c2ccc(NC(=O)CSc3nc4sc(C(=O)O)c(C)c4c(=O)[nH]3)cc2)no1
67	CCc1nnc2ccc(N3CCN(S(=O)(=O)c4ccc(F)cc4F)CC3)nn12
62	Nc1ncc(C(=O)Nc2ccccc2F)c(C(F)(F)F)n1

# 5 of these compounds in a different format:
canonical_smiles,RMI-FANCM inh
CCCS(=O)(=O)N1CCC(c2nnc(Cc3ccc(OC)cc3)s2)CC1,63
Cn1c(=O)[nH]c(=S)c2nc(-c3ccc(F)cc3)cnc21,55
O=C(NCc1cccs1)c1cn(Cc2ccccc2)nc1OCc1ccccc1,56
CC(C)CC(=O)NCCOc1ccc2nnc(-c3ccccc3)n2n1,68
Cn1nccc1C(=O)Nc1nc(-c2ccc(Cl)cc2)cs1,63

# (cont.)
RMI-FANCM inh	SMILES
66	Cc1nc(C)n(CC(O)COc2ccc3c(C)cc(=O)oc3c2)n1 (configuration not stated)
53	O=C(c1ccc2c(c1)CCC2)C1CCC1
66	Cc1nc2ccccc2n1CCc1nc2c3ccccc3nc(SCC(=O)c3ccc(Cl)cc3)n2n1
64	O=C(Nc1nc(-c2ccc3c(c2)OCCO3)cs1)c1c(F)cccc1F
90	CSc1sc(-c2ccnc(SCC(=O)c3ccccc3)n2)c(-c2ccccc2)c1C#N
61	CSc1ccc(-c2nnc(NC(=O)c3ccc(S(=O)(=O)N4CCCCC4C)cc3)o2)cc1 (configuration not stated)
77	O=S(=O)(CCc1ccccc1)NCC1CCN(Cc2ccccc2)CC1
53	CSc1cccc2sc(NC(=O)c3ccc(S(=O)(=O)N4CCCCC4)cc3)nc12
55	COc1ccccc1NC(=S)NNC(=O)CSc1ccccc1[N+](=O)[O-]
49	O=S(=O)(Nc1cccc2ccccc12)c1cccs1

# More results follow:
RMI-FANCM inh	SMILES
61	O=C1C2N=NN(Cc3nc(-c4ccc5c(c4)OCO5)no3)C2C(=O)N1c1ccc(F)c(Cl)c1 (configuration not stated)
64	Cc1cc(=O)n2c(n1)SCC2CC(=O)N1CCOCC1 (configuration not stated)
74	CC1(C)CC(=O)c2c(nc(SCC(N)=O)c(C#N)c2-c2ccccc2)C1
68	O=C(Cn1nc(-c2cccs2)c2sc(N3CCCCC3)nc2c1=O)Nc1ccc(F)cc1F
62	COc1cc(O)cc(OC)c1OC
59	O=C(CN1CCOCC1)Nc1ncc(Cc2c(Cl)cccc2Cl)s1
48	N#CC1=C(N)OC2=C(COc3ccc(F)cc32)C1c1ccc(Cl)cc1 (configuration not stated)
66	CCc1nnsc1C(=O)Nc1c(C(=O)c2ccc(Cl)cc2)oc2ccccc12
68	Cc1ccc2nc(N3C(=O)c4cccc5cccc(c45)C3=O)sc2c1
67	CCOc1ccc(-c2nc(NC(=O)Cc3ccc4c(c3)OCO4)sc2C)cc1

# (further entries)
RMI-FANCM inh	SMILES
105	Cc1ccc(C)c(S(=O)(=O)N=C(c2ccc(Cl)cc2)N2CCOCC2)c1
63	O=C(NCCOc1ccc(F)cc1)c1ccc(Cl)c(Cl)c1
73	COC(=O)c1c(NC(=O)CSc2nnnn2-c2ccccc2)sc2c1CCCC2
52	CCOC(=O)c1c(-c2ccccc2)oc2c1cc(OC(=O)c1ccc(S(=O)(=O)N3CCOCC3)cc1)c1ccccc12
59	O=C1C(=Cc2cccc([N+](=O)[O-])c2)C(=O)c2ccccc21
178	O=C(Cn1cccc(-c2nc(-c3ccccc3)no2)c1=O)Nc1cccc(Br)c1
59	Cc1cc(NC(=O)c2cc(Br)ccc2Cl)nc2c1c(=O)oc1ccccc12
54	CC1CC(C)CN(S(=O)(=O)c2cc3c4c(c2)CCC(=O)N4CCC3)C1 (configuration not stated)
-8*!	NC(=O)N1c2ccccc2CC(=O)c2ccccc21
53	CC(C)OC(=O)CC1C(=O)NCCN1C(=S)NC(=O)c1ccco1 (configuration not stated)

# Next section
RMI-FANCM inh	SMILES
52	O=C(NCCC1CCCCN1S(=O)(=O)c1ccc(F)cc1)C(=O)NCC1CCCO1 (configuration not stated)
57	CC(C)N(Cc1ccccc1)S(=O)(=O)c1ccc2c(c1)CCO2
63	C=CC1(C)CC(=O)C2(O)C(C)(O1)C(OC(C)=O)C(O)C1C(C)(C)CCC(O)C12C (configuration not stated)
72	O=C(Nc1ccc2c(c1)N(C(=O)C1CCCC1)CC2)c1cc2ccccc2oc1=O
55	CC(=O)Nc1ccc(NC(=O)CSCC(=O)O)cc1
65	COc1ccc(CCC(=O)NCCn2nc(-c3ccco3)ccc2=O)cc1
54	COc1ccc(C(=O)COc2ccc(C)cc2NC(C)=O)cc1
53	Cc1csc2nc(CN3CCOCC3)[nH]c(=O)c12
